Assay outcomes from PubChem BioAssay.
Pemphigus Ab inh: human desmoglein-3 autoantibody binding inhibition; binding (percent of control), % at 10 µM; P32926; hit rate 0.48% among 310,000; DSG3-coupled beads, scFv-anti-DSG3-GFP binding, flow cytometry; stronger effect = lower value;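 active means binding more than 3 SD below its plate's average and above zero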;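 further: hits lower antibody fragment binding to DSG3; some compounds called inactive have numbers as strong as hits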
PKA-R1A activ: activates the PKA-R1A holoenzyme complex; hit rate 0.083% among 340,000; activation, % at 11.4 µM; AID 504707; PKA-R1A dissociation, Cy5-IP20 fluorescence polarization; scaled: DMSO 0%, 113 µM cGMP 100%;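 active means percent activation above the mean of all tested compounds plus 3 SD, cut at about 19% in these data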;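 further: higher means more PKAc released from R1A so a rise in polarization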
MOR-DOR ag: agonists of human mu-delta opioid receptor heterodimerization; P35372+P41143; cells, OPRM1-OPRD1 heterodimerization, luminescence; activation, % at 9.3 µM; hit rate 0.3% among 340,000; AID 504326; in the data active means activation above about 18%;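 further: 0% = vehicle-treated cells and 100% = reference agonist; values of inactives mirror those of a sister screen read the other way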
Target sequence (P35372 whole entry, looked up): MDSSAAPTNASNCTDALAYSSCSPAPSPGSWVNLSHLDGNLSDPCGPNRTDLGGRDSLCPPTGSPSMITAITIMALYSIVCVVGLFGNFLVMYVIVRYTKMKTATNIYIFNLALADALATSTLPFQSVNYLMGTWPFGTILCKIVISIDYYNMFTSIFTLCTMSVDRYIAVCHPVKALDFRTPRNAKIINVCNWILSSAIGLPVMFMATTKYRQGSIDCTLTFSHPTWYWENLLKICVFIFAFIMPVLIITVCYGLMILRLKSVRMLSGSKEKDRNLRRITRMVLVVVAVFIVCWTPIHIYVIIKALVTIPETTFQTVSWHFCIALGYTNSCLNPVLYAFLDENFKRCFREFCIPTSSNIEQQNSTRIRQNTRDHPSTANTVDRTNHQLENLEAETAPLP
Target sequence (P41143 whole entry, looked up): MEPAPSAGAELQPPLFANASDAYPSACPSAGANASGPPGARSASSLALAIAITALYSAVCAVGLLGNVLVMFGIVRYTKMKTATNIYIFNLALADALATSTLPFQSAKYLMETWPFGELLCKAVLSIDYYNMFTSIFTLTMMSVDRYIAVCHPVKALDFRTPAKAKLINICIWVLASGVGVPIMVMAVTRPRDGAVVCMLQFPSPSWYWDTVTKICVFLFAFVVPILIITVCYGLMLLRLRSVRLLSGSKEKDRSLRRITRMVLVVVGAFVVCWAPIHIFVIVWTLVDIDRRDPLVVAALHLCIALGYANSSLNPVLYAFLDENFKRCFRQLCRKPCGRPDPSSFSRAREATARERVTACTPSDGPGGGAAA
HTR5A inv ctr: counter-screen for OPRM1-OPRD1 inverse agonists: human HTR5A inverse agonism | P47898 | HTR5A cell line, luminescence | inhibition, % at 9.3 µM | hit rate 0.083% among 340,000; in the data active means inhibition mostly above about 23%, no sharp cut-off; inactive means mostly below about 18%;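 further: 0% = cells with DMSO and 100% = no-cell wells with DMSO; some compounds called inactive have numbers as strong as hits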
HTR5A ag ctr: counter-screen for OPRM1-OPRD1 agonists: human HTR5A agonism; hit rate 0.61% among 340,000; P47898; AID 504692; activation, % at 9.3 µM; HTR5A agonist assay, luminescence, cell-based; in the data active means activation mostly above about 9.5%, no sharp cut-off; inactive means mostly below about 7.6%;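 further: 0% = cells with vehicle only and 100% = reference agonist; strong numbers were not always called active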
PKA-R2B act: activates the human PKA-R2B holoenzyme complex; hit rate 0.079% among 340,000; AID 504700; activation, % at 11.4 µM; PKA-R2B holoenzyme dissociation, Cy5-IP20 fluorescence polarization; R2B truncated from residue 108, S112A mutant; 0% DMSO only, 100% 113 µM cGMP;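 active means activation above a cutoff set at the mean over all compounds plus 3 SD, cut at about 18% in these data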;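 further: higher means more holoenzyme dissociation and a rise in polarization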
DAGLB inhibitor: blocks human DAGLB lipase activity | Q8NCG7 | HEK293T DAGLB membrane lysate, EnzChek fluorogenic substrate | inhibition, % at 5.17 µM | hit rate 0.059% among 340,000; in the data active means inhibition above about 34%;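 further: 0% = enzyme with vehicle and 100% = wells lacking enzyme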
MOR-DOR inv ag: mu-delta opioid heterodimer inverse agonism; P35372+P41143; cell-based MOR-DOR heterodimer luminescence; inhibition, % at 9.3 µM; hit rate 0.21% among 340,000; AID 504357; in the data active means inhibition above about 22%, passing the limit was not always enough;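 further: 0% = cells with DMSO and 100% = wells without cells with DMSO; values of inactives mirror those of a sister screen read the other way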
V-ATPase pHluor: yeast V-ATPase proton transport regulation by pHLuorin. S. cerevisiae, pHLuorin cytosolic pH fluorescence. response, % at 10 µM. hit rate 0.37% among 350,000. AID 504577; in the data active means response mostly above about 7.3%, no sharp cut-off; inactive means mostly below about 5.4%; further: actives read high; inactives centre near 0; some compounds called inactive have numbers as strong as hits; reference of the scale not given here
Arrestin-AP2 inh: blocks beta-arrestin peptide binding to AP2 adaptin | FITC-arrestin peptide / GST-AP2 beads, flow cytometry; AP2 beta2 appendage carries R879A mutation | inhibition, % at 10 µM | hit rate 0.31% among 340,000;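 active means inhibition above a set limit, near 3 SD of compounds lacking own fluorescence, cut at about 54% in these data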;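 further: plate controls were DMSO wells for no effect and 5 µM unlabelled arrestin peptide for full effect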
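system = GST-tagged AP2 beta2-adaptin appendage (R879A) on 4 µm glutathione beads | reagent = FITC-labelled arrestin peptide probe, 50 nM final | schedule = compound with beads 12 min RT, then probe 1 h RT | signal = HyperCyt-sampled flow cytometry, FL1 channel, ex 488/em 535 nm | read-out = percent response from loss of bead-bound FITC fluorescence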
An asterisk follows results filed as active; nt = not tested or not shown; & = joins results of further samples. Compounds as they come. Share with any hit: about 2.4%.

mol	DAGLB inhibitor	Arrestin-AP2 inh	V-ATPase pHluor	PKA-R2B act	PKA-R1A activ	Pemphigus Ab inh	MOR-DOR ag	MOR-DOR inv ag	HTR5A ag ctr	HTR5A inv ctr
O=S(=O)(Cc1nc2ccccc2s1)c1ccccc1	-1	5	-4	2	8	nt	0.5	-2	-8	19
COc1ccc(C(=O)COC(=O)C2CCN(c3ccc(C(F)(F)F)cn3)CC2)c(OC)c1	-6	-2	7	-14	-3	91	-0.9	5	0	-16
CCOc1ccccc1OCCCC(=O)NCCc1ccc(S(N)(=O)=O)cc1	1	-7	4	6	8	nt	-0.8	5	-2	-5
CC(C)c1ccc2c(c1)CC[C@H]1[C@](C)(CN)CCC[C@]21C	-1&0	7&0	3&-1	0&2	-16&5	107&93	4.4&2.0	-24&-11	4&-5	-14&17
O=C(COC(=O)/C=C/c1ccc(F)cc1)NC1CCCC1	-1	25	7	1	-7	102	0.8	-5	0	-3
COc1cccc(NC(=S)N(CCC(C)C)C(C)c2ccncc2)c1 (stereo unspecified)	3	1	3	-3	4	92	-2.2	11	-2	7
CC(C)C(NC(=O)OCc1ccccc1)C(=O)OCC(=O)NC1CC1 (stereo unspecified)	-2	2	2	7	-7	102	-1.3	7	1	-3
CC(C)CNS(=O)(=O)c1ccc(CCC(=O)NCc2ccc(Cl)cc2)cc1	0	7	0	-6	6	115	0.5	-3	1	-2
C[C@H](CO)N1C[C@H](C)[C@H](CN(C)S(=O)(=O)c2cccc(C#N)c2)OCc2cnnn2CCCC1=O	-4	nt	2	-2	-6	nt	nt	nt	nt	nt
CC(C)C(=O)Nc1ccc(-c2nc3ncccc3o2)cc1	1	7	-4	3	6	111	-3.8	18	-3	11
Cc1ccc(NC(=O)CCc2c(C)nn(-c3ccc(N4CCCCC4)nn3)c2C)cc1F	-2	-13	-3	-8	2	101	-2.7	14	4	-17
C=CC1C(OC2OC(CO)C(O)C(O)C2O)OC=C(C(=O)OC)C1CC1CC(=O)CC(CC(=O)CCc2ccc(O)cc2)O1 (stereo unspecified)	-5	7	-3	4	-4	97	-1.1	5	2	33
CCOc1ccc(C(CC(=O)O)NC(=O)C(CC)c2ccccc2)cc1 (stereo unspecified)	-1	-8	-2	4	11	116	-3.6	16	-2	7
COc1ccc(N(CN2C(=O)C3C4C=CC(C4)C3C2=O)C(=O)c2ccco2)cc1 (stereo unspecified)	-2	-6	7	3	5	102	-1.3	7	-4	-3
CC(C)(C)OC(=O)N(Cc1ccccc1)Cc1cccc(OCc2cccc(NC(=O)C3CC3)c2)c1	-11	34	-3	-11	-4	101	-2.0	9	4	-14
Cc1cccnc1NC(=O)COc1ccc2oc3c(c2c1)CCCC3	0	-3	3	-11	-1	100	1.1	-6	2	1
CCOc1ccc(/C=C2\SC(=S)N(NS(=O)(=O)c3ccc(C)cc3)C2=O)cc1OC	14	21	0	-10	0	98	-1.4	8	-3	7
CCCCOc1ccc(/C=C/C(=O)OCC(=O)c2c(N)n(C)c(=O)n(C)c2=O)cc1OCC	0	-26	-2	5	0	101	-2.4	12	3	-9
Cc1ccc(Cn2nnc3c(=O)[nH]c(C4CCCN(C(=O)c5ccco5)C4)nc32)cc1 (stereo unspecified)	2	-5	1	-5	-9	88	-1.5	11	1	7
Cc1cc(C)c2c(=O)n3c(nc2c1)C(Cc1ccc(O)cc1)NC(=O)c1cc2ccccc2cc1-3 (stereo unspecified)	0	nt	1	1	-5	107	nt	nt	nt	nt
CC(C)OCCCN1CN(S(=O)(=O)c2ccccc2)c2nc3ccccc3nc21	-3	4	1	0	5	108	-0.6	3	16	-43
O=C1N(c2ccccc2C(F)(F)F)O[C@]1(c1ccccc1)C1CCCCC1	-10	2	1	-8	-2	105	2.1	-13	2	-4
O=C(NC(=S)Nc1ccc(S(=O)(=O)Nc2nccs2)cc1)c1ccc(Br)o1	8	28	0	1	-8	98	-4.3	22	-3	3
COc1ccc(OC)c(S(=O)(=O)Nc2ccc3c(c2)n(C)c(=O)n3C)c1	0	21	1	-6	-1	103	1.6	-11	-1	-14
O=C(O)/C=C(/c1ccccc1)C(F)(F)F	1	7	2	10	-1	99	-2.9	16	-2	5
c1ccc(OCc2nn3c(Cn4nnc5ccccc54)nnc3s2)cc1	0	26	-1	-4	-12	96	-3.3	17	-1	0
COc1ccc(CCNC(=O)CSc2c[nH]c3ccccc23)cc1OC	1	-3	-3	8	-8	98	0.3	-2	5	13
COC(=O)c1ccc(NC(=O)CSc2nnc(-c3ccccc3Br)n2-c2ccccc2)cc1	-4	22	1	-7	-5	nt	0.7	-3	2	0
COc1cccc(-c2nc(CS(=O)(=O)CC(=O)NCCc3ccccc3)c(C)o2)c1	-3	23	-5	2	-8	nt	-1.1	6	2	3
CN(CC(=O)Nc1sccc1C#N)S(=O)(=O)c1ccc(F)cc1	0	28	-1	-6	0	113	-0.4	3	4	14
COc1ccc(OC)c(C2=NOC(C(=O)N3CCN(c4ccccc4)CC3)C2)c1 (stereo unspecified)	0	8	-1	4	-4	195	-0.7	4	0	-36
COc1ccccc1NC(=S)NNC(=O)c1nn(C)c(C)c1Br	7	0	-4	-2	5	100	-3.0	16	-1	5
COC(=O)[C@@H]1C[C@H]2CC[C@H](O)C[C@H]2N1Cc1ccccc1OC(=O)c1cccs1	-3	3	1	4	2	107	-0.1	1	0	-8
CC1CC(C)CN(S(=O)(=O)c2ccc3c(c2)CC(C)N3C(=O)C2CCC2)C1 (stereo unspecified)	-6	-2	-1	-11	11	105	-0.8	4	1	-8
COCCn1c(SCC(=O)NCc2ccc3c(c2)OCO3)nnc1C(C)C	-2	27	-4	15	8	96	-1.8	11	0	-11
O=C(CC1Nc2ccccc2NC1=O)NC1CCCCC1 (stereo unspecified)	0	6	2	-2	-24	100	-3.4	15	3	-7
Cc1ccc(C)c(NC(=O)C(=O)NCCc2c[nH]c3ccccc23)c1	0	-2	3	0	-15	88	-0.2	1	-1	-20
CCN(CC)C(=O)CSc1nc2ccccc2c(=O)n1-c1cccc(OC)c1	0	-14	-4	-10	4	nt	-2.0	12	1	1
O=C(NCCc1ccc(Cl)cc1)C(=O)c1c[nH]c2ccccc12	-12	14	1	13	-7	94	3.8	-22	2	-8
Cc1ccc(Cl)cc1N1CCN(C(=O)C2CCN(S(C)(=O)=O)CC2)CC1	-2	-12	-2	-11	14	102	-0.7	4	-4	-2
Cc1ccc(/C=C/C(=O)NN2CCN(C)CC2)cc1	-1	-10	2	-14	1	nt	-2.6	14	0	-21
N#CCC(=O)Nc1ccc(C(=O)OCc2ccccc2Oc2ccccc2)cc1	-6	16	-1	-11	0	106	4.8	-34	3	-4
C/C(=N\Nc1ccc(C(=O)O)cc1)c1ccc2c(c1)Nc1ccccc1S2	4	-9	-4	-7	10	97	3.3	-17	2	-2
CC1CCCN(C/C(O)=C(\C#N)c2nc3ccccc3[nH]2)C1 (stereo unspecified)	-3	0	-2	2	-6	104	0.3	-1	7	-25
C/C(CC(=O)NC1CCCC1)=N\NC(=O)Cc1cccs1	-2	1	-2	-5	-1	110	-1.6	8	-1	4
COc1cc(C(C(=O)NC2CCCCC2)N(C(=O)c2cnccn2)c2ccccc2)cc(OC)c1OC (stereo unspecified)	-4	4	-5	-4	2	nt	-0.7	4	8	-24
CCOC(=O)c1sc(=NC(=O)c2ccc(S(=O)(=O)N3CC(C)OC(C)C3)cc2)n(C)c1C (stereo unspecified)	-2	21	-2	-3	-2	80	-1.7	10	2	11
N#C/C(=C/c1ccco1)C(N)=S	3	13	-5	-3	19*	110	0.5	-3	1	12
C=Cc1ccc(C2=CC(=O)C[C@H](c3ccc(OC)cc3)C2)cc1	-3	2	-3	-4	-10	102	0.0	0	5	-12
Cc1ccc2c(Cl)cc(Cl)c(OCC(=O)N(C(C)C)C(C)C)c2n1	-3	-11	0	-3	-12	98	4.4	-24	5	-15
O=C(COc1cccnc1[N+](=O)[O-])NCc1ccc2c(c1)OCO2	0	3	-1	4	1	89	-1.7	9	5	-6
Cc1ccc2nc3c(c(Nc4ccc(O)cc4)c2c1)CCC3	-2	30	1	-2	0	118	-0.6	3	3	-11
Cc1ccc(S(=O)(=O)NCC(=O)OCC(=O)c2ccc(Cl)s2)cc1	-2	25	-2	-11	9	nt	-4.6	24	3	13
CC(C)CN(CC(C)C)C(=O)C12CCC(C)(C(=O)C1)C2(C)C (stereo unspecified)	1	4	-5	-6	-1	nt	4.1	-25	-2	1
Cc1ccccc1Nc1cccc2nonc12	1	-29	-2	-9	6	111	4.2	-19	5	17
Cc1onc(-c2c(F)cccc2Cl)c1C(=O)N1CCOC12CCCCC2	-2	7	2	8	-6	87	-2.2	11	-3	-1

Further results follow:
mol	DAGLB inhibitor	Arrestin-AP2 inh	V-ATPase pHluor	PKA-R2B act	PKA-R1A activ	Pemphigus Ab inh	MOR-DOR ag	MOR-DOR inv ag	HTR5A ag ctr	HTR5A inv ctr
COC(=O)C1=C(N)Oc2cc(C)n(CC3CCCO3)c(=O)c2C1c1ccc(Cl)cc1 (stereo unspecified)	0	5	4	-2	-2	100	-4.2	24	-4	-24
Cc1cc(/C=N\NC(=O)CC(=O)NC2CCCCC2)c(C)n1-c1ccc(Cl)c(Cl)c1	2	10	1	1	-4	100	0.5	-3	-1	-19
Cc1ccccc1NC(=O)c1c([N+](=O)[O-])cnn1C	-4	10	-1	-2	-5	96	0.4	-2	-3	12
Cc1ccc(OCCN2CCOCC2)cc1C	0	-3	0	0	4	119	-0.6	3	0	-2
Cc1cccn2c(CNC3CCCc4ccccc43)c(C(=O)N3CCOCC3)nc12 (stereo unspecified)	-3	0	-2	-11	3	116	-2.2	11	1	-28
COCCN=c1scc(-c2ccccc2)n1/N=C/c1c[nH]c2ccccc12	1	18	-2	-9	-3	101	3.0	-15	-3	9
CC(C)[C@H](NC(=O)c1cccc(S(=O)(=O)N2CCOCC2)c1)C(=O)NCc1ccc(F)cc1	0	5	1	0	4	117	-1.1	6	-3	13
CCN(CC)CC(=O)c1c(N)n(Cc2ccccc2)c(=O)n(C)c1=O	1	-2	0	8	-5	101	-0.8	4	2	24
O=C(O)CC1(CC(=O)NCc2ccccn2)CCCCC1	1	0	-6	-7	2	108	-2.0	11	0	0
O=C(/C(=N/O)n1cncn1)c1ccccc1Cl	0	5	1	10	-14	100	-2.2	11	-1	-2
CCSc1nnc(NC(=O)C2CSC3(C)CCC(=O)N23)s1 (stereo unspecified)	-4	60*	4	2	-8	nt	0.2	-1	6	-15
O=C(O)CCn1ccc2cc(S(=O)(=O)N3CCCCCC3)ccc21	3	5	-2	9	-13	97	-2.1	11	4	11
Cc1ccc(-c2nn(Cc3ccccc3)cc2C(=O)N2CCN(c3ccccn3)CC2)cc1	1	3	-4	-5	-3	93	0.0	0	-8	20
